Compound activity: PubChem BioAssay, several laboratories
GPR7 antagonist: blocks human GPR7 receptor signaling | GPR7-expressing cells, fluorescence antagonist assay | inhibition, % at 4.4 µM | 1.1% of 290,000 active; in the data active = inhibition above about 16%, passing the limit was not always enough;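 also: cells stimulated with the agonist NPW; 0% = agonist with vehicle and 100% = vehicle without agonist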
Target sequence (P48145 whole entry, looked up): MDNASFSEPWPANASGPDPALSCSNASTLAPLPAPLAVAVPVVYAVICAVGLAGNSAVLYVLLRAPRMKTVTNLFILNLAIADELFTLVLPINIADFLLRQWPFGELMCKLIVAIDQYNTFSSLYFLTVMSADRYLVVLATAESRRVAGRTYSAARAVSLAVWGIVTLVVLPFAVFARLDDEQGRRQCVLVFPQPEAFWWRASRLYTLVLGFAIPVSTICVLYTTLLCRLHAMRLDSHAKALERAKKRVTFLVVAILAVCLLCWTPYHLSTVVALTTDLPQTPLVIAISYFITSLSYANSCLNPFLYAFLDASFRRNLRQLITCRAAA
OXTR agonist: agonists of human oxytocin receptor; P30559; CHO-OTR cells, Fluo-8 calcium fluorescence; normalized: DMSO 0%, oxytocin 100%; activation, % at 3 µM; 0.32% of 320,000 active; AID 2435;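 active = activation above the mean of all tested compounds plus 3 SD, cutoff set per screening run, cut at about 20% in these data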;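 also: peak over basal fluorescence ratio from a 100 s FLIPR kinetic read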
GalR3 antag: blocks the human galanin receptor 3 | HEK293 GalR3-CNG cAMP membrane potential fluorescence; galR3 body fused to GalR1 C-terminus | inhibition, % at 3 µM | 0.44% of 360,000 active;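 active = inhibition above the screen-wide average plus 3 SD, cut at about 13% in these data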;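 also: forskolin and galanin both at EC90 stimulate the cells; cAMP rise reported by CNG channel membrane potential dye signal; 0% = forskolin plus galanin with DMSO and 100% = forskolin alone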
VIM-2 inhibitor: blocks Pseudomonas aeruginosa VIM-2 metallo-beta-lactamase | purified VIM-2, nitrocefin hydrolysis, epi-absorbance fluorescence | inhibition, % at 5.6 µM | 0.89% of 290,000 active | AID 1527;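 active = inhibition above the mean of all tested compounds plus 3 SD, cutoff set per screening run, cut at about 7.5% in these data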;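 also: red hydrolysis product quenches plate fluorescence so inhibitors raise well fluorescence; 0% = enzyme with DMSO and 100% = DMSO without enzyme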
HCV NS3 hel inh: blocks Hepatitis C virus NS3 helicase unwinding. 0.56% of 290,000 active. inhibition, % at 10.9 µM. NS3 helicase DNA unwinding, Cy5 molecular beacon fluorescence. AID 1800;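 active = inhibition above the mean of all tested compounds plus 3 SD, set per campaign, cut at about 35% in these data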;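 also: 0% = DMSO wells and 100% = thioflavine S control wells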
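Test system: hepatitis C virus NS3 helicase domain fragment enzyme. Also added: annealed dual-labelled DNA beacon duplex, ATP-started. Timing: 60 min unwinding reaction at 25 °C after ATP addition. Technique: Cy5 fluorescence. Measure: % inhibition of unwinding.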
V1aR counter: activates human V1a receptor in oxytocin agonist counter-screen | P37288 | CHO-V1R cells, Fluo-8 calcium fluorescence, agonist mode; 0% DMSO, 100% 3 nM vasopressin | activation, % at 3 µM | 0.25% of 320,000 active | AID 2797;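 active = activation above the mean activation of all tested compounds plus 3 SD, per screening run, cut at about 20% in these data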;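 also: signal is peak over basal fluorescence ratio across a 100 second FLIPR read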
Target sequence (P37288 whole entry, looked up): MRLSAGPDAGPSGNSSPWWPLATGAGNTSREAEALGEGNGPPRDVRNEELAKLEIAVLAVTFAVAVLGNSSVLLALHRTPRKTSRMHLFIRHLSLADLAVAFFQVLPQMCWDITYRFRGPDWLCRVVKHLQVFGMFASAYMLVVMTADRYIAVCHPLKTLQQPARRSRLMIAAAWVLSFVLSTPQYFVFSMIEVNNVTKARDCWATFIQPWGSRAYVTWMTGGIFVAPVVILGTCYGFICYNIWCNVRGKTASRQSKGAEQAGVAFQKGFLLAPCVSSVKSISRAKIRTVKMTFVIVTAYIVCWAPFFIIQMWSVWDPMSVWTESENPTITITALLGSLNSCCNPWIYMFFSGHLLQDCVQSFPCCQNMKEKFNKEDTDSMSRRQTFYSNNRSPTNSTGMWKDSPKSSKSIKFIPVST
FID counter: displaces DNA intercalator in HCV helicase counter-screen | DNA fluorescent intercalator displacement, fluorescence | 0.17% of 290,000 active | inhibition, % at 7.9 µM; in the data active = inhibition above about 37%;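 also: 0% = vehicle and 100% = reference compound; higher means more ethidium bromide displaced from hairpin DNA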
IMP-1 inhibitor: blocks Pseudomonas aeruginosa IMP-1 metallo-beta-lactamase; AID 1556; 0.45% of 290,000 active; purified IMP-1, nitrocefin hydrolysis, epi-absorbance fluorescence; inhibition, % at 5.6 µM;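 active = inhibition above the mean plus 3 SD of all compounds in the same screening run, cut at about 4.5% in these data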;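 also: 0% = IMP-1 with DMSO and 100% = DMSO wells lacking enzyme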
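Material – recombinant IMP-1 enzyme, purified · Amount – IMP-1 0.2 nM before substrate addition · Medium – HEPES buffer pH 7.1 with ZnSO4 and Brij 35 · Timing – 25 °C, 15 min preincubation, 25 min reaction · Measured by – plate fluorescence quenching by hydrolysis product, ex 480/em 530 nm · Read-out – percent enzyme inhibition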
PHOSPHO1 inh: PHOSPHO1 (human) inhibition; 1.1% of 290,000 active; recombinant PHOSPHO1, absorbance phosphatase assay; Q8TCT1; inhibition, % at 13.3 µM; in the data active = inhibition above about 60%
Target sequence (Q8TCT1 whole entry, looked up): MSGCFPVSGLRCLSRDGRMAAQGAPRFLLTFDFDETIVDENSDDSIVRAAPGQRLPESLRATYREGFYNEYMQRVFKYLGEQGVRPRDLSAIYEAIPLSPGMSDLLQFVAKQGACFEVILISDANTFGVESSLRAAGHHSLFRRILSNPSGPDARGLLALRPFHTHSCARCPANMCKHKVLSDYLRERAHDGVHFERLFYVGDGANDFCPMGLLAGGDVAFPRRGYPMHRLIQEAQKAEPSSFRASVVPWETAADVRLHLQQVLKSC
An asterisk follows results filed as active; . = not tested or not shown. Hits appear at their usual frequency; overall some 4.3% were active at least once.

structure	PHOSPHO1 inh	VIM-2 inhibitor	V1aR counter	GalR3 antag	HCV NS3 hel inh	FID counter	GPR7 antagonist	OXTR agonist	IMP-1 inhibitor
CCOC(=O)C(NC(=O)Nc1ccc(F)cc1F)(Oc1ccc(F)cc1)C(F)(F)F (stereo not given)	-2	-1.4	0.1	-5	-15	2	-6	-0.8	-2.1
Cn1c(=O)c2c(nc(N/N=C/c3ccc(OC(=O)c4ccco4)cc3)n2Cc2ccccc2)n(C)c1=O	-9	-1.9	-1.2	2	1	-2	-16	-2.0	-1.0
Cc1cccc(Nc2nc(-c3ccccc3)cs2)n1	24	-2.7	0.0	-10	-15	-5	-21	-2.9	-1.6
CC1NC(=O)N(C)C2NC(=O)N(C)C(c3ccccc3)C12 (stereo not given)	-12	-5.8	0.8	-1	-7	3	-4	0.7	-4.0
Cc1cccc(NC(=O)c2ccc(NS(=O)(=O)c3c(C)noc3C)cc2)c1	18	-1.6	0.6	-3	-3	-9	6	0.6	-1.9
CCO[C@H]1OC(C(=O)NCc2ccccc2)=C[C@@H](c2ccc(Br)cc2)[C@@H]1CCCO	18	-3.6	4.3	-4	-4	-34	11	5.8	-2.2
N#C/C(=C\c1ccc(O)cc1)C(=O)NCc1cccc(Cl)c1	7	-0.8	18	-10	-18	-1	8	20*	-0.3
Cc1ccccc1NC(=O)Cc1nc(COC(=O)c2cc([N+](=O)[O-])ccc2N)cs1	-16	-2.6	2.7	-2	-23	-8	-2	1.2	-3.2
CCOc1cc(C(c2c(C)[nH][nH]c2=O)c2c(C)[nH][nH]c2=O)ccc1OS(=O)(=O)c1ccccc1	3	-2.1	-0.3	-3	10	-29	-4	0.7	-3.8
CCCCN(C)CCC(=O)Nc1ccc(C)cc1	-2	-1.6	-0.4	-4	-4	5	0	-1.2	-1.5

Some of the entries above, set out differently.
Second line of a record – PHOSPHO1 inh	VIM-2 inhibitor	V1aR counter	GalR3 antag	HCV NS3 hel inh	FID counter	GPR7 antagonist	OXTR agonist	IMP-1 inhibitor
> CCCCN(C)CCC(=O)Nc1ccc(C)cc1
→ -2	-1.6	-0.4	-4	-4	5	0	-1.2	-1.5
> N#C/C(=C\c1ccc(O)cc1)C(=O)NCc1cccc(Cl)c1
→ 7	-0.8	18	-10	-18	-1	8	20*	-0.3

New compounds follow.
structure	PHOSPHO1 inh	VIM-2 inhibitor	V1aR counter	GalR3 antag	HCV NS3 hel inh	FID counter	GPR7 antagonist	OXTR agonist	IMP-1 inhibitor
COC(=O)/C=C1/SC(=NC(=O)c2cccc([N+](=O)[O-])c2)NC1=O	12	-0.4	-0.7	0	0	-25	-9	0.8	1.1
CC(C(=O)NCCCn1ccnc1)(c1ccccc1)c1ccccc1	41	-0.4	0.4	-11	-3	-1	1	-1.0	-5.0
COC(=O)c1[nH]c2cc(OC)ccc2c1NC(=O)CCN1CCN(Cc2ccc3c(c2)OCO3)CC1	-16	3.9	.	-1	-9	16	0	.	-0.3
CCNc1nc(OCCNC(C)=O)nc(N(C)C)n1	45	-2.3	0.8	-3	6	-3	-7	3.6	-4.2
COc1ccc2cc(C(=O)N3CCOCC3)sc(=O)c2c1OC	13	-2.8	1.4	2	-7	1	-8	0.8	-2.3
c1ccc(Cc2nc3ccccc3o2)cc1	0	-6.0	-0.4	2	6	3	0	-0.8	-2.7
O=C(CSc1ccc(-c2ccc(Cl)cc2)nn1)N1CCCc2ccccc21	15	-0.1	-0.5	-8	0	-15	-4	-2.2	-2.4
COC(CNC(=O)c1cc(C)nn1-c1ccccc1)OC	7	-0.4	-0.8	-1	9	0	-3	-0.5	-1.2
O=C(NCc1ccc(N2CCCC2=O)cc1)c1ccc(F)cc1	56	-3.9	0.6	3	3	-1	-4	1.5	-2.2
O=C(O)c1cccnc1C(=O)N1CCc2c([nH]c3ccccc23)C1C(F)(F)F (stereo not given)	33	9.4*	0.8	0	10	-13	-14	0.2	-3.5
C#CC(CC)(CC)NC(=O)c1nn(-c2ccccc2Cl)c(C)cc1=O	11	-0.3	-0.1	-7	-4	-26	-13	-1.3	-1.9
COc1ccc(C(C)=O)cc1CSc1ncccn1	-3	-0.8	-0.9	-3	-1	-4	-4	0.0	-0.7
Cc1nnc(NC(=O)c2ccc(C)c(S(=O)(=O)N3CCCCCC3)c2)s1	-25	0.2	0.4	1	30	-7	-9	-0.6	-5.2
CCOC(=O)CNC(=O)CSc1ncnc2c1cnn2-c1ccc(Cl)cc1	1	-5.2	2.0	5	4	2	-2	2.6	-4.4
COc1ccc(CCNC(=O)c2ccc3c(c2)N(Cc2ccccc2)CCS3)cc1OC	28	-1.2	-0.8	-8	-9	-52	6	-3.0	-3.9
CCCn1c(CCC(=O)O)nc2cc(S(=O)(=O)N(CC)CC)ccc21	2	-2.2	0.6	-1	13	-27	-17	0.4	-3.2
CC(C)CN1CCN(Cc2nc3ccccc3s2)CC1CCO (stereo not given)	39	0.2	0.1	-6	2	-2	-9	0.8	-2.0
COc1ccc(Nc2nc3ccccc3nc2-n2nc(C)cc2C)cc1	11	-3.3	1.3	-1	-1	1	-1	0.0	-2.7
COC(=O)CCC(=O)c1oc2ccc(Cl)cc2c1NC(=O)CCCN1C(=O)c2ccccc2C1=O	11	-0.6	1.8	1	-3	2	-3	-0.2	0.4
COc1ccc(OC)c(S(=O)(=O)Nc2ccc3oc4c(c3c2)C(=O)CCC4)c1	-8	-1.4	2.3	-6	-11	-29	-6	3.0	-2.9
CCOc1ccc(C(C#N)N2CCOCC2)cc1OC (stereo not given)	-32	-3.2	0.6	-2	2	-1	-2	1.0	-4.2
S=c1[nH]nc(C2CCCCC2)n1/N=C/c1ccccc1	-84	-3.2	0.6	-13	5	-29	1	-2.2	-4.0
O=C1c2ccc([N+](=O)[O-])cc2C(=O)N1c1c[nH]c(=O)[nH]c1=O	-18	-1.2	0.3	2	1	9	1	0.0	-1.0
CCN1CCN(C(=O)c2nn(C)c3c2CS(=O)(=O)c2ccccc2-3)CC1	-4	-3.2	-0.2	-10	6	0	-1	1.0	-0.5
CC(C(=O)Nc1sccc1C(N)=O)N1C(=O)C2CC=CCC2C1=O (stereo not given)	-6	-3.6	0.9	0	4	-5	0	0.4	-4.9
C/C(=N\NC(=O)C1CC1)c1ccc2c(c1)OCCO2	12	-4.8	-0.4	-3	6	-7	-4	-1.4	-2.5
O=[N+]([O-])c1ccc(N/N=C/c2ccc[nH]2)cc1	90*	-4.3	3.6	-2	8	-1	-4	6.5	-5.3
CC(=O)c1ccc(N2C(=O)NC3(CCCCC3)C2=O)cc1	-34	-4.0	1.5	-4	-7	-6	-2	0.5	-2.0
Cc1ccc(S(=O)(=O)N(CC(=O)NCC2CCCO2)C2CCCCC2)cc1 (stereo not given)	11	-2.9	0.2	-9	-4	-33	-6	-0.4	-4.6
Cc1nc(-c2ccccc2)sc1C(=O)/C=C/N(C)C	34	-1.3	0.4	-2	6	-8	-7	0.3	-2.5
Cc1nc(OCc2ccccc2)c2ccccc2n1	7	-2.4	1.4	-3	-7	1	-9	0.0	-1.8
Nc1nnc(COc2cccc(C(F)(F)F)c2)s1	0	-2.7	1.4	1	5	1	-1	-0.3	-0.9
Nc1ccc2c(c1)N=[N+]([O-])c1cc(N)ccc1C2	38	-3.5	0.4	-2	3	-3	-6	0.6	-2.8
O=C1N(CCCN2C(=O)C3(OCCO3)c3ccccc32)c2ccccc2C12OCCO2	24	2.1	2.0	-5	-6	-29	4	3.3	-1.1
Cc1cc2nc(CCN(C(=S)NCC3CCCO3)C3CCCC3)[nH]c2cc1C (stereo not given)	-13	1.1	-2.2	-8	-8	7	-7	-2.3	-1.0
Cc1cc(C(=O)NNC(=S)Nc2ccccc2C)cs1	-15	-6.5	7.1	-2	-8	-3	-6	-0.7	-2.8
COc1ccc(N(CC(=O)NC2CCCCC2)C(=O)CNC(=O)c2ccco2)cc1OC	23	-4.1	-0.1	-7	-1	-13	2	-0.4	2.4
OCCCn1c(CCCNc2nc(-c3cccc(Br)c3)cs2)nc2cc(Cl)c(N3CCCCC3)cc21	-13	-3.4	-0.5	0	-31	-17	-6	-0.9	-1.9
COc1ccc(C(c2nnnn2C(C)(C)C)N2CCN(c3nc4ccccc4s3)CC2)cc1OC (stereo not given)	9	-3.6	.	4	-1	-40	4	.	-2.5
Cc1cccc(-n2c(C)cc(C=C(C#N)C#N)c2C)c1	1	-2.3	-0.3	-2	10	2	-3	-0.9	-2.3
CCC(=O)/C=C1\Sc2ccc(OC)cc2N1CC	28	-1.1	-2.3	-5	4	0	-6	-2.0	-1.8
COc1ccc(NC(=O)CN2CCC(NC(=O)c3ccc(OC)cc3)CC2)cc1	19	-3.0	0.7	-11	-14	-3	-4	-0.2	-2.9
COc1ccc(Oc2cccc(Cl)c2CNC(=O)CC(C)(C)CC(=O)O)cc1	34	-0.6	0.8	-2	16	-42	-13	-1.6	-2.8
O=C(CNCC1CCCCC1)Nc1cccc(S(=O)(=O)N2CCOCC2)c1	44	-3.5	0.7	-3	-3	15	3	2.5	-2.2
Cc1ccc(C(=O)CSc2nnc3c4ccccc4nc(C(C)(C)C)n23)cc1	-7	-3.0	0.7	-5	2	-8	-5	-0.1	-4.3
COC(=O)C(C)N(c1ccc(C)cc1)S(=O)(=O)c1c(C)[nH]c(=O)[nH]c1=O (stereo not given)	1	0.7	0.8	-1	-1	-6	-4	0.1	-2.0
CC(=O)C1=C(C)N(Cc2ccccc2)C(=O)N[C@H]1c1ccco1	18	.	-0.5	-4	.	.	.	-1.2	.
Cc1ccccc1NC(=S)N(C)Cc1cn(C)c2ccccc12	-7	-1.0	-0.1	-4	-10	-4	0	-1.7	-2.8
Cn1cc(-c2ccc(Cl)cc2)cc(C#N)c1=O	49	-3.4	-0.2	-4	-7	-3	-12	-1.3	-3.9
CCOc1ccc(Cl)cc1CNCCCSc1nc(C)cc(C)n1	10	2.5	3.0	-6	-7	11	33	1.5	-0.6

Going on with the list.
structure	PHOSPHO1 inh	VIM-2 inhibitor	V1aR counter	GalR3 antag	HCV NS3 hel inh	FID counter	GPR7 antagonist	OXTR agonist	IMP-1 inhibitor
COc1ccc(-n2c(=O)c3c4c(sc3n(CC(N)=O)c2=O)CCCCC4)cc1	27	-2.0	-1.0	-4	-4	-5	-15	-1.3	-0.9
O=S(=O)(Nc1ccc(O)c2ccccc12)c1cccs1	45	-0.9	0.7	-1	8	2	-7	0.9	-1.1
Cc1ccc(CNC(=O)c2cc3c(=O)n4ccccc4nc3n(CC3CCCO3)c2=N)cc1 (stereo not given)	10	-1.1	-0.7	.	0	1	1	-2.0	-3.0
CCSc1nnc(NC(=O)C2C3CCC(C3)C2C(=O)O)s1 (stereo not given)	30	-0.7	-0.5	1	-4	-1	-2	-0.5	-2.6
COc1ccc(Nc2ncnc3ccc(Br)cc23)cc1OC	.	-2.3	-1.5	.	1	-27	-2	-2.0	-2.1
O=C(N/N=C/c1cc(Br)cs1)C(O)c1ccccc1 (stereo not given)	.	-3.3	1.1	-2	5	-2	-17	0.5	-2.7
